PriA SSB inh = K. pneumoniae PriA-SSBct interaction inhibition. 430,000 tested, 0.6% active. AID 1272365. inhibition, % at 33 µM. AlphaScreen SSBct-PriA binding, biotinylated peptide; in the data active means inhibition mostly above about 37%, no sharp cut-off; inactive means mostly below about 20%;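 further: plate controls were negative control peptide for no effect and reference peptide for full effect; strong numbers were not always called active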
* = called active by the depositor; & = joins results of further samples. An excerpt. The share of hits here may be higher or lower than overall.

SMILES	PriA SSB inh
CC(=NNC(=O)C1CCCN(S(=O)(=O)c2ccccc2)C1)c1ccccn1 (stereo not given)	48.8*
CC1=Nc2ccccc2C1=Cc1c(O)n(C)c(=O)[nH]c1=O	14.8
CSc1nc2ccc3nc(Nc4nc5ccc(Cl)cc5s4)sc3c2s1	4.0
COc1ccc(N(C(C)C(=O)NN=C(C)C(C)(C)C)S(C)(=O)=O)cc1 (stereo not given)	8.2
Cc1n[nH]c(=S)n1N=Cc1c(O)ccc2ccccc12	-9.2
CC(C)(C)C(=O)N1CC(S(=O)(=O)c2ccc(Cl)cc2)C1	3.0
CCOC(=O)c1c(N=Cc2ccc(O)c([N+](=O)[O-])c2)sc2c1CCCC2	6.0
CCOc1ccc(-c2ccc(=O)n(CCNC(=O)c3ccc(Br)o3)n2)cc1	-7.0
N#Cc1c(N=Cc2cccs2)sc2c1CCCCC2	9.3
Cc1cc(C(=O)NCc2cc(C3CC3)n(C)n2)c(C)o1	-2.0
Cc1cc(C)cc(Oc2cc(SCC(=O)Nc3ccc(C)c(F)c3)ncn2)c1	-6.0
CC(=O)Nc1cccc(C(=O)NN=Cc2ccc(C)o2)c1	3.7
CCOC(=O)Cn1c(=O)c2c(nc3n(-c4ccc(C)c(Cl)c4)c(C)c(C)n23)n(C)c1=O	-6.0
Cc1c(C(=O)Nc2ccc3nc(C)n(-c4ccc(F)cc4)c(=O)c3c2)cccc1[N+](=O)[O-]	1.0
O=C(CCCSc1ccc(NC(=O)C2CC2)nn1)NC1CC1	3.0

Structures from the list above that have a tert-butyl group (2):
SMILES	PriA SSB inh
COc1ccc(N(C(C)C(=O)NN=C(C)C(C)(C)C)S(C)(=O)=O)cc1 (stereo not given)	8.2
CC(C)(C)C(=O)N1CC(S(=O)(=O)c2ccc(Cl)cc2)C1	3.0

Other compounds follow.
SMILES	PriA SSB inh
CC(=O)c1ccc(S(=O)(=O)NCC2CCN(c3ccccn3)CC2)cc1	-12.0
Cc1ccc2oc(N=C(N)NC(=O)C3CC3)nc2c1	-6.9
O=C(NCCOc1ccc2nnc(-c3ccc(F)cc3)n2n1)C(F)(F)F	-9.0
CC(COc1ccc(C(C)C)cc1)NS(=O)c1ccc2ccccc2c1 (stereo not given)	-30.0&-20.0
CCOC(=O)c1cnoc1N	-24.0
Cc1ccccc1C(=O)NCCN1CCn2cc(OCc3ccccc3)c(=O)cc2C1=O	-14.0
CCOc1cccc2cc(-c3csc(NC(=O)C4CCN(S(C)(=O)=O)CC4)n3)oc12	-3.0
O=C(c1cc(-c2cccs2)[nH]n1)N1CCN(CCn2ccnc2)CC1	5.0
Cc1cc(O)cc2occ(O)c12	-4.0
O=C(Nc1ccc([N+](=O)[O-])cc1)Nc1nc(-c2nc3ccccc3s2)cs1	-1.0
O=S1(=O)CC(O)C(NCc2ccccc2)C1 (stereo not given)	-8.0
CCc1cc2c(Nc3cccc(O)c3)nc(C)nc2s1	16.0
COc1ccc(CC(=O)NCCOc2ccc3nnc(-c4ccccc4)n3n2)cc1	-2.0
COc1nn(C)cc1C(=O)N1CCC(c2nnc(C(C)C)o2)CC1	-3.0
O=C(NCC#CCN1CCCCC1)c1ccc(-n2cccc2)cc1	-21.0
COc1cc(C=NNC(=O)CNC(=O)c2ccco2)ccc1O	-1.0
COc1ccccc1-c1cc(C(=O)NC2CCN(c3ccc(C(F)(F)F)cn3)C2)[nH]n1 (stereo not given)	-3.0
Cc1onc(-c2ccccc2Cl)c1C(=O)NCC1CCN(c2nc3ccccc3o2)CC1	1.0
Cc1ccc(NC(=O)N2CCC3(CC2)CC(=O)c2ccccc2O3)cc1	0.0
O=C1NC(=S)S/C1=C\c1ccc(OC(F)(F)F)cc1	20.0
CN(C)S(=O)(=O)c1ccc(C(=O)N2CCN(Cc3nc(-c4ccco4)cs3)CC2)cc1	-12.0&2.0
COc1ccc(Cn2c(=O)c3nccnc3n(Cc3cc(C)ccc3C)c2=O)cc1	-11.0&34.0
O=C1NCCN1C(=O)NCC(O)(c1ccccc1)C(F)(F)F (stereo not given)	-3.0
O=C(CSc1nncc(-c2ccccc2)n1)N1CCN(c2cccc(Cl)c2)CC1	-1.0
CCc1ccc(NC(=O)Cn2cccc(-c3nc(-c4ccccc4)no3)c2=O)cc1	-16.0
COc1ccc(C=Nn2cnnc2)cc1Cn1nc(C)c([N+](=O)[O-])c1C	-9.3
CC1(C)COc2ccc(NS(=O)(=O)Cc3ccc(F)cc3)cc2NC1=O	-11.0
NC(=NOC(=O)c1cc([N+](=O)[O-])ccc1Cl)c1ccccn1	-10.1
CC(C)C(=O)Nc1ccc(SCC(=O)NCc2ccc(Cl)cc2)nn1	-11.0
CCc1cc2c(=O)n(-c3ccccc3)c(SCc3nc4ccccc4[nH]3)nc2s1	-1.0
COc1ccc2oc(-c3csc(NC(=O)Cc4ccc5c(c4)OCO5)n3)cc2c1	-3.0
COc1cc(OC)cc(-c2noc(-c3ccc[nH]c3=O)n2)c1	5.0
CCSc1ccccc1C(=O)NCC#CCN1CCc2ccccc2C1	3.0
CC(=NNC(=O)c1ccccc1O)C1CC1	-13.7
O=C(c1n[nH]c2ccccc12)N1CCN(c2ccccc2Cl)CC1	-1.0
COc1ccc(-c2cc3c(SCC(=O)Nc4ccccc4C(F)(F)F)nccn3n2)cc1	-5.0
CN(C)c1ccc(C(CNC(=O)c2cccs2)N2CCN(c3ccccc3)CC2)cc1 (stereo not given)	-2.0
O=C(/C=C/c1ccc([N+](=O)[O-])s1)Nc1ccc2c3c(cccc13)CC2	17.0
NC(=O)C[n+]1ccc(C=NO)cc1	8.1
Cc1ccc(NC(=O)CN2CCC(C(=O)N3CCN(c4ccccc4)CC3)CC2)cc1	-16.0
O=C(NCc1ccc(C(=O)c2cccs2)s1)c1ccoc1	5.0
O=C(NN=Cc1cccnc1)c1cc(O)c(O)c(O)c1	-3.7
O=C(CCNS(=O)(=O)c1ccccc1F)N1C2C=CCC1CC2 (stereo not given)	8.0
Nc1ccc(C(=O)NN=Cc2cn(Cc3ccc(F)cc3)c3ccccc23)cc1	15.0
COC(=O)c1ccc2c(=O)n(CCN3CCN(c4ccc(OC)cc4)CC3)c(=S)[nH]c2c1	10.0
O=C(CCCSc1ccc(NC(=O)c2ccco2)nn1)NC1CC1	-16.0
CCC(NS(=O)(=O)c1ccc(C)cc1)C(=O)NCc1cccnc1 (stereo not given)	10.0
Cc1cc(C)nc(N=C2NC(=O)CC3C(=O)NCCN23)n1 (stereo not given)	-16.6
CN(C)C(=O)CSc1ncnc2sc(-c3ccccc3)cc12	-9.0
COC(=O)c1ccccc1Sc1c(C=NOCc2ccc(Cl)cc2)c(C(F)(F)F)nn1C	-23.3
Cc1ccn(CC(=O)NN=Cc2cc([N+](=O)[O-])ccc2O)n1	23.0
Cn1c(=O)c2c(nc(CN3CCOCC3)n2Cc2ccc(Br)cc2)n(C)c1=O	-7.0
COC(=O)c1ccc(NC(=O)C2CCN(CC(=O)Nc3ccc(F)cc3)CC2)cc1	3.0
O=C(Cc1cccc2ccccc12)NNC(=O)c1ccc(=O)n(Cc2ccccc2)c1	5.0
CCc1c2c(nc3sc(C(=O)Nc4ccc(OC)cc4)c(N)c13)CC(C)(C)CC2=O	-3.0
O=S(=O)(Nc1ccc(CN2CCN(c3ccccn3)CC2)cc1)c1ccc(Cl)cc1	12.0
Clc1ccc(-c2ccc(C=NNc3nncc(-c4ccccc4)n3)o2)cc1	-16.8
CCOc1ccc(-c2noc(C3CCN(S(=O)(=O)c4ccc(Br)cc4)CC3)n2)cc1	-20.0
COc1ccc(-c2nc3c4cnn(-c5cc(C)cc(C)c5)c4ncn3n2)c(O)c1	-22.0
Cc1onc(-c2ccccc2Cl)c1C(=O)N1CCc2nc(NC(=O)c3ccco3)sc2C1	-7.0

Next section.
SMILES	PriA SSB inh
c1ccc(-c2cc3ccccc3n2-c2ccccc2)cc1	-26.0
COc1cccc(-c2noc(-c3ccc(CSCc4ccc(C)cc4)o3)n2)c1OC	-2.0
O=C1CNC(=O)CN1	-9.0
O=C(Cc1cccs1)NCC1(c2cccs2)CCCC1	-15.0
O=C(NCc1cccnc1-c1ccsc1)c1ccc2noc(-c3ccccc3)c2c1	-4.0
CC1(C)C2CCC1(CS(=O)(=O)Nc1cccc(N3CCCC3=O)c1)C(=O)C2 (stereo not given)	-6.0
O=C(Nc1nnc(-c2ccc3c(c2)OCO3)o1)c1cc2ccccc2o1	-28.0
O=C(CCCS(=O)(=O)c1ccc(F)cc1)Nc1ccc(-c2nc3ccccc3s2)cc1	-27.0
Cc1cccc2c1N(CC(=O)Nc1cccc(Cl)c1)C(=O)C21SCC(=O)N1c1ccc(F)cc1 (stereo not given)	5.0
COc1ccc2nc(-c3ccc(Cl)c(NC(=O)C(C)Oc4cccc(F)c4)c3)cn2n1 (stereo not given)	-17.0&-7.0
COc1cn2c(cc1=O)C(=O)N(CCNC(=O)COc1ccc(C)cc1)CC2	-4.0
CCS(CC1CC1(Cl)Cl)=NS(=O)(=O)c1ccc(C)cc1 (stereo not given)	1.3
COC(=O)c1ccc(C(=O)Nc2ccc(-c3csc(Nc4cccnc4)n3)cc2)cc1	-7.0
CN1CCN(C(=O)CCCc2ccccc2)C2(CCCC2)C1	9.0
O=C(Nc1nc(-c2cc3ccccc3oc2=O)cs1)c1cccc(N2C(=O)CCC2=O)c1	-4.0
O=C(Nc1ccc(Cl)c(Cl)c1)N1CC(N2C(=O)CCC2=O)C1	-20.0
Cn1ccnc1S(=O)(=O)C1CCN(C(=O)c2ccc(F)cc2Cl)CC1	2.0
O=S(=O)(Cc1ccc(Cl)cc1)c1ccc(NCCCc2ccco2)nn1	-8.0
CN(C)S(=O)(=O)N1CCN(c2cc(-n3cncn3)ncn2)CC1	-4.0
Cc1ccc(CSc2nccn3nc(-c4ccc(C)cc4)cc23)cc1	-5.0
CC(C)CS(=O)(=O)C1CCN(C(=O)c2cc(-c3ccc(F)cc3)n[nH]2)CC1	-7.0
COc1ccc(C(O)=C2C(=O)C(=O)N(CCN(C)C)C2c2cc(OC)c(OC)c(OC)c2)c(C)c1 (stereo not given)	-5.9
COc1ccc(-c2nc(SC(CC(=O)NCc3ccco3)c3cc(OC)c(OC)c(OC)c3)n[nH]2)cc1 (stereo not given)	-11.0
CCn1ccnc1N1CCN(C(=O)CC23CC4CC(CC(C4)C2)C3)CC1	2.0
Cc1cc(NC(=NS(=O)(=O)c2ccc(F)cc2)c2ccccc2)n(-c2ccccc2)n1	-10.7
CC(=O)N1CCc2ccc(NC(=O)c3cc4ccccc4oc3=O)cc21	-3.0
Cc1cc(O)c(C)c(O)c1C=NNC(=O)c1cccnc1	-6.2
O=C(NCC#CCN1CCCCCC1)c1ccc2c(c1)OCO2	-12.0
COc1ccc(S(=O)(=O)Nc2ccc3c(c2)N(C(=O)C(C)(C)C)CC3)cc1OC	19.0
COCCNC(=O)C(=O)Nc1cc(N2CCCS2(=O)=O)ccc1OC	-19.0

In a second layout: entries from further up.
Compound: Cc1cccc2c1N(CC(=O)Nc1cccc(Cl)c1)C(=O)C21SCC(=O)N1c1ccc(F)cc1 (stereo not given)
  PriA SSB inh: 5.0

Compound: COc1ccc2nc(-c3ccc(Cl)c(NC(=O)C(C)Oc4cccc(F)c4)c3)cn2n1 (stereo not given)
  PriA SSB inh: -17.0&-7.0

Carrying on.
SMILES	PriA SSB inh
Cn1nc(C2CC2)cc1N1CCN(C(=O)c2cnn(-c3ccccc3)n2)CC1	-7.0
O=C(Nc1ccc2c(c1)C(=O)Nc1ccccc1O2)c1cccc(C(F)(F)F)c1	-4.0
Cc1cc(NC(=O)Cc2ccc(F)cc2)n(-c2nc3c(F)cccc3s2)n1	-21.0
COc1ccccc1NC(=O)CC1SC(=O)N(Cc2ccccc2)C1=O (stereo not given)	-9.0
CCCC(CCC)C(=O)Nc1cccc(-c2csc3nc(C)cc(=O)n23)c1	-4.0
O=C(CSC1=NS(=O)(=O)c2cc(F)ccc2N1)N1CCCCCC1	-14.0
CS(=O)(=O)N1CCN(C(=O)c2coc(NC(=O)c3cnccn3)n2)CC1	20.0
Cc1cc(=O)n2c(-c3ccc(NS(=O)(=O)c4c(C)noc4C)cc3)csc2n1	-18.0
CCCc1nc(SCC(=O)NC2CCCCC2)c2c(=O)n(C)c(=O)n(C)c2n1	-1.0
Nc1c(C(=O)N2CCCCC2)sc(=S)n1-c1ccc(F)c(Cl)c1	0.0
CCOC(=O)c1csc(NC(=O)c2ccc(S(=O)(=O)N3CCc4ccccc43)cc2)n1	-10.0
Cc1cc(=O)n(CC(=O)NCc2cccs2)cn1	2.0
CNC(=S)N1CCN(C(=S)c2ccc(OC)cc2)CC1	-11.0
COCCN(Cc1ccoc1)C(=O)c1cnccn1	-19.0
O=C(NCCn1nc(C2CC2)cc1C1CC1)c1cccc(F)c1	11.0
COC(=O)c1ccc(S(=O)(=O)N2C3CCC2CC(S(=O)(=O)c2ccccc2)C3)cc1 (stereo not given)	-3.0
ON=C1/C(=C\c2ccccc2)N2CCC1CC2	-11.4
O=C(NCCOc1ccc(-c2ccco2)nn1)c1ccc(S(=O)(=O)N2CCCC2)cc1	-17.0
O=C(NCc1ccccc1)N1CCC(Oc2ncccc2Br)CC1	-10.0
Cc1ccsc1/C=N\NC(=O)CNC(=O)c1ccc(S(=O)(=O)N2CCOCC2)cc1	-1.0
Cc1cc(NC(=O)C(=O)NCC(c2cccc3ccccc23)N2CCCC2)c2ccccc2n1 (stereo not given)	17.0
COc1ccc(C2CC2C(C)=NOC(=O)c2ccc(F)cc2)cc1 (stereo not given)	-46.7
O=C(Cc1ccc(Cl)cc1)Nc1ccc2c(c1)CCC(=O)N2	-10.0
O=S(=O)(NCCNc1ccc(Nc2ccccn2)nn1)c1ccccc1Cl	89.0*
Cc1cc(OC2CN(C(=O)CCNS(=O)(=O)c3c(C)c(C)cc(C)c3C)C2)cc(=O)o1	-6.0
O=C(NCCCS(=O)(=O)N1CCN(c2ccccn2)CC1)c1ccco1	-11.0

Part of the list above, as labelled records:
> Cc1cc(C(=O)NCc2cc(C3CC3)n(C)n2)c(C)o1
- PriA SSB inh: -2.0
> Cc1cc(C)cc(Oc2cc(SCC(=O)Nc3ccc(C)c(F)c3)ncn2)c1
- PriA SSB inh: -6.0
> CC(=O)Nc1cccc(C(=O)NN=Cc2ccc(C)o2)c1
- PriA SSB inh: 3.7
> CCOC(=O)Cn1c(=O)c2c(nc3n(-c4ccc(C)c(Cl)c4)c(C)c(C)n23)n(C)c1=O
- PriA SSB inh: -6.0
